Compound activity as filed in PubChem.
Tat export inh: blocks Tat-dependent protein export in E. coli; E. coli MC4100 TorA-mCherry Tat export, fluorescence; inhibition, % at 10 µM; 340,000 compounds, 0.036% hits;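 active = mean replicate inhibition at least 50% and at least half of replicates individually reaching 50%; inconclusive = only one of the two criteria met; inactive = neither criterion met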;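 note: exported cargo escapes ClpAP degradation while cytoplasmic cargo is degraded and loses fluorescence; 0% = median of neutral control wells and 100% = median of NaSCN control wells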
Wnt bcat act: Wnt/beta-catenin pathway activation. Wnt/beta-catenin reporter cell assay, activator, plate reader. activation, % at 9.35 µM. 300,000 compounds, 1.2% hits; in the data active = activation above about 30%, passing the limit was not always enough; inconclusive = no clear call, values can overlap the other calls;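 note: 0% = neutral control wells and 100% = positive control wells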
SR-BI DiI inh: inhibitors of mouse SR-BI mediated HDL lipid uptake; ldlA[mSR-BI] CHO cells, DiI-HDL uptake fluorescence, 3 h; Q61009; AID 488896; 320,000 compounds, 0.96% hits; inhibition, % at 12.5 µM;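 active = mean replicate inhibition of at least 70% and a set share of replicates each scoring 70 or more; inconclusive = meets just one of the two criteria; inactive = fails both criteria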;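 note: 0% = median of neutral control wells and 100% = median of positive control wells; values of inactives mirror those of a sister screen read the other way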
Target sequence (Q61009 whole entry, looked up): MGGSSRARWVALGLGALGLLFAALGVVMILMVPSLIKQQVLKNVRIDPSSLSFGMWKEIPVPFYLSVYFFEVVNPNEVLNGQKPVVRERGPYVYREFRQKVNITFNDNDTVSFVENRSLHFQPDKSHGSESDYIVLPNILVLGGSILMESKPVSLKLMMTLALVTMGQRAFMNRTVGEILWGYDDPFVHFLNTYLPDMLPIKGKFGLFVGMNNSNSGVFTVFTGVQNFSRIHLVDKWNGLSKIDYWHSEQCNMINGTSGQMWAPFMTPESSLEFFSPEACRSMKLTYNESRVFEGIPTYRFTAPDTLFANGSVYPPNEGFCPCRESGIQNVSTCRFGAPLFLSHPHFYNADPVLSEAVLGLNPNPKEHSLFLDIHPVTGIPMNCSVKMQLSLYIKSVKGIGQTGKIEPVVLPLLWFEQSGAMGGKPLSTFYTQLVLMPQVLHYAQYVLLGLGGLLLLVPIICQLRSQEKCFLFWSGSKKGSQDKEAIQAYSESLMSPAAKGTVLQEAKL
AddAB inh: less growth of phage-infected E. coli with AddAB | E. coli expressing H. pylori AddAB, absorbance growth | inhibition, % at 11.9 µM | 330,000 compounds, 0.29% hits | AID 435030; in the data active = inhibition above about 12%;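 note: 0% = vehicle wells of infected cells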
SR-BI uptake up: activators of SR-BI mediated HDL lipid uptake | CHO ldlA[mSR-BI] cells, DiI-HDL uptake fluorescence, 3 h; 100 = double the neutral-control signal | activation, % at 12.5 µM | 320,000 compounds, 0.096% hits | AID 504775;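 active = mean replicate activation of at least 60% and every replicate at or above 60%; inconclusive = mean or all-replicate condition met, but not both; inactive = mean below 60% and not all replicates reaching 60%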;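 note: 0% = median plate neutral-control signal and 100% = twice that signal; values of inactives mirror those of a sister screen read the other way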
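Material: SR-BI-overexpressing, LDLR-lacking CHO cells | Dosing: Single compound concentration, delivered by pin transfer | Probe or stimulus: Labelled HDL, 10 µg/mL | Signal: Bottom-read cell fluorescence after medium removal, ex 550/em 595 nm | Schedule: 3 h, 37 °C | Evaluation: HDL uptake via cellular fluorescence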
CAL PDZ FP-1: inhibitors of human CAL PDZ peptide binding; inhibition, % at 20 µM; AID 504414; 330,000 compounds, 0.02% hits; Q9HD26; purified CAL PDZ, TMR-peptide fluorescence polarization, 1 h;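 active = highest replicate inhibition of at least 40%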;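 note: plate controls were DMSO neutral control wells for no effect and unlabeled competitor peptide control wells for full effect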
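Control set: unlabelled peptide and DMSO controls / Material: purified CerCALP PDZ construct / Timing: 1 h incubation at room temperature before polarization reading / Doses: 20 µM, one dose / Detection: fluorescence polarization (mP)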
phage Ecoli inh: E. coli growth loss with phage present; AID 651602; inhibition, % at 11.9 µM; 360,000 compounds, 0.26% hits; growth absorbance; in the data active = inhibition above about 11%
CAL PDZ FP-2: blocks peptide binding to the human CAL PDZ domain | AID 602252 | Q9HD26 | purified CAL PDZ, TMR-peptide fluorescence polarization, 1 h | inhibition, % at 24.9 µM | 300,000 compounds, 0.92% hits;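 active = mean inhibition of at least 30% with at least half of replicates also reaching 30%; inconclusive = no clear call, values can overlap the other calls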;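 note: 0% = DMSO neutral control and 100% = excess unlabeled competitor peptide PRC23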
E coli growth: reduces bacterial viability in AddAB counter-screen. E. coli V3065 growth, OD600 absorbance, 18 h. inhibition, % at 11.9 µM. 330,000 compounds, 0.27% hits. AID 449728;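 active = inhibition above the campaign's mean inhibition across all tested compounds plus 3 SD, cut at about 9.9% in these data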;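 note: uninfected addAB+ strain grown without phage in ampicillin broth; 0% = DMSO wells and 100% = ciprofloxacin 0.95 µg/ml wells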
MITF act: increases MITF-driven TRPM1 promoter luciferase signal; activation, % at 12.5 µM; AID 588334; SK-MEL-5 TRPM1-promoter luciferase, 24 h; % of positive control, neutral wells = 0; 300,000 compounds, 0.75% hits;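 active = mean activation of at least 80% with every replicate also reaching 80%; inconclusive = mean reaches 80% but some replicate falls short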;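 note: 0% = neutral control wells and 100% = parthenolide positive control wells; values of inactives mirror those of a sister screen read the other way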
* hit, by the source's call; ? = inconclusive; nt = not tested or not shown.

nr	SMILES	E coli growth	phage Ecoli inh	AddAB inh	SR-BI DiI inh	CAL PDZ FP-2	MITF act	Tat export inh	CAL PDZ FP-1	SR-BI uptake up	Wnt bcat act
1	Cc1cc(NC(=O)CSc2nc(N)c(NC(=O)c3ccccc3)c(=O)[nH]2)no1	-2.9	3.0	1.2	2	-3	-12	-1	-3.1	-2	3
2	Cc1ccc2nc(N/N=C\c3ccc([N+](=O)[O-])o3)nc(-c3ccccc3)c2c1	2.4	2.4	-0.2	61	nt	nt	12	0.0	-61	nt
3	COc1ccc(C2/C(=C(/O)c3ccc(Br)cc3)C(=O)C(=O)N2C)cc1OC (centres undefined)	-0.8	-0.3	3.1	-44	nt	nt	-9	-2.4	44	-1
4	COc1cccc(NC(=O)CSCc2cc(=O)n3ccsc3n2)c1	1.2	nt	1.0	-14	-2	1	-2	0.1	14	nt
5	CC1Cc2ccccc2N1CC(=O)NC(=O)NC(C)(C)C (centres undefined)	0.4	-2.8	1.4	-13	-5	-15	-12	0.6	13	0
6	O=P(O)(c1ccccc1)c1ccccc1O	-0.1	-0.2	0.1	-28	3	4	1	0.4	28	nt
7	Cc1ccc(-c2c(C)sc3nc[nH]c(=O)c23)cc1C	0.6	0.6	1.6	-1	-3	nt	1	-1.4	1	-1
8	CCN(CC)CC(=O)Nc1sc2c(c1C(=O)c1ccccc1OC)CCC2	2.9	0.2	-0.1	10	-4	4	5	-0.8	-10	-6
9	O=C(Nn1cnnc1)c1cc2c(s1)CCCCC2	1.9	0.3	0.9	-33	nt	7	-1	-0.7	33	nt
10	CC1CCC(NC(=O)CN(C)CC(=O)Nc2ccc(F)cc2)CC1 (centres undefined)	-0.5	5.8	0.9	-12	-2	11	9	1.1	12	-2
11	COc1c(Br)cc(Br)cc1/C=N/n1c(C)nnc1C	-1.1	1.1	-0.7	25	-3	nt	-9	-1.2	-25	-1
12	CCCn1nc(C(=O)NCC2COc3ccccc3O2)c2ccccc2c1=O (centres undefined)	-2.1	1.3	0.4	-5	-5	-9	-5	0.1	5	-2
13	CCCCc1ccc(NC(=O)CSC2=NN3CCCC(=O)N=C3S2)cc1	-0.8	3.3	2.8	9	-3	-2	-5	-0.7	-9	0
14	CN(CCc1ccccc1)C(=O)c1ccc(NC(=O)Cc2ccc([N+](=O)[O-])cc2)cc1	-1.3	1.5	-0.1	40	0	-29	-2	-2.0	-40	4
15	Cc1ccc(CSCc2nc3ccccc3[nH]2)cc1	nt	7.0	nt	-1	-5	4	9	-0.4	1	0
16	O=C(Cn1ncc2c(=O)oc3ccccc3c21)NCc1cccnc1	1.0	2.8	5.3	-15	-3	-6	5	-1.4	15	-5
17	CS(=O)(=O)N1CC(C(=O)NC2CCCC2)Oc2ccc(Cl)cc21 (centres undefined)	-0.9	2.8	2.8	4	-14	-8	1	-8.3	-4	1
18	COc1ccc(N2CCN(C(=O)CNC(=O)c3cccs3)CC2)cc1	-4.1	2.3	-0.5	-5	0	-4	-8	-0.6	nt	-1
19	C=CCn1c(C)cc(-c2csc(NC(=O)C3CCN(c4ncnc5sc(C)c(C)c45)CC3)n2)c1C	nt	-1.6	nt	31	-4	1	3	-0.4	-31	-13
20	CCCCC(=O)Nc1ccc(NC(=S)NC(=O)c2cccs2)cc1OC	-0.3	4.0	1.8	35	-2	-10	-6	-0.5	-35	5
21	Cn1c2ccccc2c(=O)c2c(=O)n(Cc3ccco3)c(-c3ccc(F)cc3)nc21	-1.9	2.7	1.1	-4	-3	nt	-2	-5.5	4	-2
22	Cc1ccc(NC(=O)CSc2nc3nc(C)cc(C)c3c(=O)[nH]2)cc1	-2.8	-3.0	-1.2	-16	37*	6	-9	nt	16	nt
23	C/C(CC(=O)NCc1ccccc1)=N\NC(=O)c1cnccn1	0.0	3.0	3.4	-11	-6	-2	-13	-3.3	11	0
24	NC(=O)c1cc(C(=O)Cc2ccc(Cl)cc2)c[nH]1	0.7	3.1	-1.4	-14	-2	nt	-5	-2.1	14	5
25	CCOC(=O)c1sc(=S)n(-c2ccc(OC)cc2)c1C	-0.5	1.3	2.9	nt	nt	nt	nt	nt	nt	5
26	O=C(O)c1cccc2c1C(=O)N(Cc1ccccc1)C2	-0.2	-0.3	1.0	4	10	nt	1	1.4	-4	0
27	O=C(NNC(=O)c1ccccc1Br)c1cnccn1	-7.9	-2.5	-5.7	-22	-4	5	-12	0.9	22	-2
28	CCOC(=O)/C(=C\C=C\N1CCOCC1)C(C)=O	-1.0	4.2	-0.8	-20	-2	20	1	-3.1	20	-1
29	CCCCNC(=O)O[C@@H]1C[C@@H]2CCN3C(=O)CCC[C@H]([C@H]1CC)[C@H]23	-1.5	3.1	2.5	9	-4	0	17	-0.2	-9	-4
30	CCOC(=O)CSc1nnc(CNC(=O)c2cccs2)n1Cc1ccccc1	-1.4	2.8	0.1	-24	-3	9	-6	nt	24	nt
31	CC(C)(C)n1nnnc1C(c1cccs1)N1CCN(Cc2ccc3c(c2)OCO3)CC1 (centres undefined)	-0.2	2.9	1.5	0	1	nt	-1	-1.7	0	0
32	COc1cc(/C=N/c2oc(C)c(C)c2C#N)cc(Br)c1O	1.0	-0.5	1.9	-8	-3	-4	-7	0.2	8	0
33	CCn1c(CSc2nc3ccccc3s2)nnc1SCC(=O)c1ccc(O)c(O)c1	-0.4	0.5	-0.9	9	-2	-16	4	-0.5	-9	nt
34	COc1ccccc1OCC(=O)Nc1ccc2c(c1)C(=O)N(CC1CCCO1)C2=O (centres undefined)	1.8	-2.4	-1.3	44	4	-5	-2	-1.6	-44	0
35	Cc1sc2ncn(CCn3cnc4sc(C)c(C)c4c3=O)c(=O)c2c1C	-0.8	-0.9	1.0	1	0	1	-7	-0.3	-1	nt
36	CS(=O)(=O)c1ccccc1C(=O)N1CCN(S(=O)(=O)c2ccc(C3CCCCC3)cc2)CC1	nt	5.3	nt	-5	-6	-4	-2	0.1	5	0
37	Cc1nc(-c2ccc(S(=O)(=O)N3CCCCCC3)cc2)cs1	-1.1	1.7	0.2	13	-2	26	2	-0.9	-13	nt
38	c1ccc2sc(NN=C3CCCC3)nc2c1	-2.1	2.8	4.2	17	0	21	-6	-0.1	-17	52*
39	ClCC1CSC(=NC23CC4CC(CC(C4)C2)C3)O1 (centres undefined)	1.9	2.4	-2.6	-17	1	6	-5	-0.3	17	1
40	CCOc1ccc(NC(=O)CN2CCN(CC(=O)c3ccc(OC)c(OC)c3)CC2)cc1	-1.6	4.1	2.8	63	-6	0	-1	nt	-63	-3
41	Cc1ccc2c(c1)CCCN2C(=O)Nc1ccc2c(c1)OCO2	-1.3	2.9	1.7	3	-2	nt	-3	-1.9	-3	29
42	O=C(CSc1nc(C2CC2)nc2ccccc12)N1CCCCC1	2.6	1.9	5.4	25	-2	-2	2	-3.3	-25	1
43	O=C(NNC(=O)C1CCN(S(=O)(=O)c2cccc(C(F)(F)F)c2)CC1)C1CC1	1.3	3.4	5.6	-2	0	-4	-3	-2.4	2	-3
44	Cc1cc(NC(=O)c2ccccc2F)cc(C)c1OCC(=O)N1CCOCC1	-0.1	1.0	4.0	17	2	10	-2	-0.1	-17	6
45	CC(=O)c1ccc(N2CCN(CC(=O)Nc3ccccc3C(=O)NC3CC3)CC2)c(F)c1	1.6	4.4	-0.4	24	nt	-10	6	-1.3	-24	-2
46	Cc1cc(NC(=O)C2=C(O)c3ccccc3S(=O)(=O)N2C)no1	-2.5	3.6	-4.1	-5	-3	14	3	-1.0	5	1
47	Cc1ccc(C(=O)NCC(=O)N/N=C/c2cccs2)cc1[N+](=O)[O-]	0.1	2.9	0.0	5	-4	-6	-8	-2.7	-5	1
48	COC(=O)[C@]1(C)N[C@H](CN(C)S(=O)(=O)c2ccc(-c3ccccc3)cc2)[C@@H]2C(=O)N(Cc3ccccc3)C(=O)[C@@H]21	-1.2	0.6	4.5	12	0	3	-1	1.1	-12	-2
49	Cc1cc(NNC(=O)c2cccc(C(F)(F)F)c2)nc2c1c(C)nn2C	-0.9	1.8	3.9	-11	20	nt	-7	-0.5	11	1
50	CCc1ccc2c(CN3CCN(S(=O)(=O)c4ccccc4F)CC3)cc(=O)oc2c1	-1.4	3.0	-1.3	5	-3	-9	2	-3.3	-5	-1
51	CCc1c(C)nc(N2CCN(Cc3ccccc3)CC2)[nH]c1=O	1.0	1.7	4.2	-14	1	-3	-5	0.5	14	nt
52	O=C(C[n+]1ccncc1)c1ccccc1	0.4	2.2	2.3	-15	1	nt	10	0.1	15	1
53	Cc1cccc(-n2ncc3c(NCCN4CCOCC4)ncnc32)c1	-1.1	-4.6	1.9	-6	2	nt	-8	-1.9	6	1
54	CCOC(=O)c1sc(NC(=O)/C=C/c2c(F)cccc2Cl)nc1C	-0.7	3.8	-0.2	28	-6	-4	-6	-2.3	-28	1
55	COC(=O)C1=C(C)NC(=S)NC1c1ccc(OCC(=O)N2CCCCC2)c(OC)c1 (centres undefined)	-0.8	1.8	-0.6	43	-1	-7	3	3.7	-43	-2
56	COCc1cc(C)nc(SCC(=O)Nc2ccc3c(c2)OCO3)c1C#N	-1.3	0.6	0.5	14	nt	nt	-2	0.4	-14	20
57	CCc1ccc(C(=O)Nc2nc(C)cs2)s1	1.6	2.5	-0.2	5	-3	-7	6	-1.4	-5	?
58	OCC1OC(n2cnc3c(/C=C(\O)c4ccccc4)ncnc32)C(O)C1O (centres undefined)	nt	2.7	nt	1	-2	0	-3	0.1	-1	-5
59	COc1cc(-c2noc(C)n2)cc(OC)c1OC	-0.7	-0.7	2.2	-21	-4	nt	-8	-0.6	21	3
60	CC(C)NC(=S)NNC(=O)C12CC3CC(CC(C3)C1)C2	0.8	-0.9	1.3	-28	nt	10	-1	-2.5	28	nt

Next section
nr	SMILES	E coli growth	phage Ecoli inh	AddAB inh	SR-BI DiI inh	CAL PDZ FP-2	MITF act	Tat export inh	CAL PDZ FP-1	SR-BI uptake up	Wnt bcat act
61	O=C(O)c1ccccc1C(=O)Nc1nccs1	-0.7	3.9	-0.2	-20	-2	nt	1	-0.3	20	nt
62	Cn1cnnc1SCC(=O)Nc1ccccc1Oc1ccccc1	-4.0	1.5	1.4	-5	-6	0	3	-0.5	5	-1
63	CN(CC(=O)Nc1ccccc1Cl)C(=O)COC(=O)c1ccc(Cl)nc1	-0.6	1.8	-0.5	-11	-4	5	-5	-2.8	11	-1
64	O=C(Nc1c(C(=O)N2CCC(N3CCCCC3)CC2)oc2ccccc12)c1ccc(F)cc1	0.6	-1.1	4.4	0	7	16	-4	-1.1	0	1
65	CC1CCCCN1C(=O)CSc1nc2cc3c(cc2c(=O)n1Cc1ccc2c(c1)OCO2)OCO3 (centres undefined)	-1.8	2.1	3.1	15	nt	-3	6	0.3	-15	nt
